# Sm TGR block: blocks Schistosoma mansoni thioredoxin glutathione reductase | Q962Y6 | purified TGR, DTNB reduction, TNB absorbance 405 nm | Potency, µM (highest dose often 114 µM), without a hit: top-dose activity change, negative = inhibition, usual class: inhibitors | actives 3% (n = 360,000); also: potency is read from the fitted curve at half-maximal effect; % is scaled to controls: 0 for no effect and ±100 for the full control effect; nearly all actives have a fitted effect of over 60% in size
#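 TGR 20 nM + NADPH 100 uM (dispensed conc.), cpd preinc 15 min RT; start with NADPH (500 uM addition) then DTNB (15 mM addition). Kinetic TNB absorbance, 405 nm filter. Four-parameter Hill fit across titration.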
# Pf growth 96h: inhibits malaria parasite growth, 96 h | P. falciparum luciferase reporter growth, 96 h | AID 504834 | actives 6.9% (n = 320,000) | Potency, µM (doses to about 28.7 µM), for inactives: top-dose activity change, negative = inhibition, hits mostly inhibitors; also: potency is read from the fitted curve at half-maximal effect; % is scaled to controls: 0 for no effect and ±100 for the full control effect
#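 Infected RBCs, 2% Hct / 0.05% parasitemia final; luciferase-reporter P. falciparum; cpd 96 h, 37 C, 5% CO2; luciferase detection reagent; luminescence.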
# Giardia FBPA inh: inhibitors of Giardia lamblia fructose-1,6-bisphosphate aldolase; purified Giardia FBPA; actives 0.71% (n = 290,000); AID 2451; Potency, µM (top dose mostly 59.6 µM), for inactives: at the top dose activity, negative = inhibition, most hits filed as inhibitors; A8B2U2; also: potency is read from the fitted curve at half-maximal effect; % is scaled to controls: 0 for no effect and ±100 for the full control effect; nearly all actives have a fitted effect of over 55% in size
# Target sequence (A8B2U2 whole entry, looked up): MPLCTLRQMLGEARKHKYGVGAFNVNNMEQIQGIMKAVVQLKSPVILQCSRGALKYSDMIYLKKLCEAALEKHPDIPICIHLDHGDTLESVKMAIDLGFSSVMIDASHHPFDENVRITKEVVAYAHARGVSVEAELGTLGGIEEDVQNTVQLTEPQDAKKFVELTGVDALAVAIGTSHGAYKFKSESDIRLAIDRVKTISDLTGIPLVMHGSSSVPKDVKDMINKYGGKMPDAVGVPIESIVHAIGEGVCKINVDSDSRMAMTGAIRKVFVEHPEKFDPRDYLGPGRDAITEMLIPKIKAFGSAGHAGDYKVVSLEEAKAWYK
#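 40 nM FBPA preincubated 10 min at RT with compound (up to 57.5 uM final), then substrate plus GAPDH/TPI/NAD/arsenate coupling and diaphorase/resazurin added. Fluorescence read after 20 min at RT, 525/598 nm.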
# Cycloheximide cs: affects cycloheximide protein synthesis inhibition readout, counter-screen; cell reporter, cycloheximide protein synthesis inhibition counterscreen; max response, %; actives 12% (n = 300,000); in the data active = max response mostly above about 13%, no sharp cut-off; inactive = mostly below about 14%; also: read at 38.3 µM for the half of the compounds with a filed dose; 0% is about no effect
# Shiga toxin inh: blocks Shiga toxin action in Vero cells. inhibition, % at 38.7 µM. actives 9.2% (n = 290,000). Vero cells, Shiga toxin protein synthesis inhibition reporter; in the data active = inhibition mostly above about 28%, no sharp cut-off; inactive = mostly below about 43%; also: 0% is about no effect
# Pf growth 48h: P. falciparum growth inhibition at 48 hours (one generation); P. falciparum luciferase growth in erythrocytes, 48 h; Potency, µM (top dose mostly 28.7 µM), for inactives: top-dose activity change, negative = inhibition, actives largely listed as inhibitors; actives 5.9% (n = 310,000); AID 504832; also: potency is read from the fitted curve at half-maximal effect; % is scaled to controls: 0 for no effect and ±100 for the full control effect
#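 Luminescence readout; reporter = integrated firefly luciferase in P. falciparum. RBC culture at 2% hematocrit, 0.1% parasitemia final, 37 C/5% CO2; decreased signal taken as growth inhibition.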
# * hit, by the source's call; ? = inconclusive; · = no result given; & = joins results of further samples; [ ] = dose if it differs, or a comment. Unless noted, calls follow the shape of the dose curve; as a rule, active = well fitted curve in the direction sought with a large enough effect; inconclusive = small, poorly fitted or top-dose-only effect, or another doubt; inactive = no such curve, though single readings can be large; an effect the other way counts as inactive or inconclusive.
[1] CCn1c(SCC(=O)Nc2cccc(NC(=O)c3cccs3)c2)nnc1-c1ccncc1
[2] O=C(CS(=O)(=O)c1ccccc1)Nc1ccc(N2CCOCC2)cc1
[3] Cc1cc(C)c(C#N)c(Cl)n1
[4] Cc1cc(O)c(C(=O)/C=C/c2ccccc2)c(=O)o1
[5] Cc1nn(-c2cccc(Cl)c2)c(Cl)c1/C=N/NC(=O)c1cccnc1
[6] CC(C)(C)Nc1nc(Oc2ccc(=O)n(-c3ccccc3)n2)nc(N2CCOCC2)n1
[7] CC(C)OCCCNC(=O)CCCC(=O)Nc1ccc(OCCc2ccccc2)cc1
[8] COc1ccccc1-n1c(=S)[nH]c2c(sc(=S)n2-c2ccccc2)c1=O
[9] COc1ccccc1CN1CCNC(=O)C1CC(=O)N(C)CC1CCOCC1 (stereo unspecified)
[10] CC(=O)NC(=S)Nc1ccc(-c2nc3ccc(C)cc3s2)cc1

screen / no.	1	2	3	4	5	6	7	8	9	10
Sm TGR block	0.2%	·	7.8%	?	-0.9%	1.0%	3.3%	-16.8%	50.1µM*	6.4%
Pf growth 96h	·	31.4%[activator]	32.1%[activator]	?	43.8%[activator]	-6.5%	?	?	?	225.2%[activator]
Giardia FBPA inh	-16.3%	1.7%	0.3%	-9.3%	0.3%	4.1%	16.9%	-26.2%	·	0.3%
Cycloheximide cs	-5.0	-1.5	5.4	13.5	17.0*	-2.6	2.9	-1.9	-1.4	27.4*
Shiga toxin inh	-9.3	-1.5	-6.5	44.0*	22.5	-8.3	1.2	-18.3	-2.8	79.7*
Pf growth 48h	?	19.8%	-10.3%	?	8.4%	?	-20.8%	7.8%	?	112.0%[activator]

# Structures shown so far containing a halogen, in the order listed:
[3] Cc1cc(C)c(C#N)c(Cl)n1
[5] Cc1nn(-c2cccc(Cl)c2)c(Cl)c1/C=N/NC(=O)c1cccnc1

screen / no.	3	5
Sm TGR block	7.8%	-0.9%
Pf growth 96h	32.1%[activator]	43.8%[activator]
Giardia FBPA inh	0.3%	0.3%
Cycloheximide cs	5.4	17.0*
Shiga toxin inh	-6.5	22.5
Pf growth 48h	-10.3%	8.4%

# Going on with the list.
[11] CC1CCC(C(C)C)C(OCC(O)CNC(C)(C)C)C1 (stereo unspecified)
[12] COCc1cc(C)nc(SCC[N+](C)(C)CC(=O)c2ccc(Br)cc2)c1C#N
[13] COc1ccc(C(=O)NCCc2c[nH]c3ccccc23)cc1OC
[14] COc1ccc(N2CCN(S(=O)(=O)c3cc(-c4cc(C)no4)ccc3C(C)C)CC2)cc1
[15] O=C(NNC(=O)c1ccccc1F)c1ccc(-n2cncn2)c([N+](=O)[O-])c1
[16] CC(=O)NCCCCCCNC(C)=O
[17] CC1CCCN(c2nc3nonc3nc2Nc2ccccc2F)C1 (stereo unspecified)
[18] CC1(C)CC(NC(=O)c2ccccn2)CC(C)(C)N1O
[19] Cc1cccc(C)c1NC(=O)CNC(=O)c1ccc2ccccc2n1
[20] CC(C)c1onc(C(=O)N(C)C2CCCCC2)c1[N+](=O)[O-]

screen / no.	11	12	13	14	15	16	17	18	19	20
Sm TGR block	-1.0%	-0.8%	0.7%	-10.2%	27.9%	9.2%&-2.5%	12.1%	45.3%[activator]	-2.9%	1.2%
Pf growth 96h	5.22µM*	1.5%	?	?	3.9%	23.5%	6.0%	7.2%	?	11.9%
Giardia FBPA inh	-1.1%	1.6%	4.0%	-4.3%	·	4.8%&0.4%	5.0%	-17.0%	·	-0.3%
Cycloheximide cs	-6.5	-2.3	-3.2	-3.7	·	-1.8&0.9	4.0	-9.3	·	25.7*
Shiga toxin inh	-8.8	5.9	2.1	3.1	·	-7.4&-8.0	16.8	-6.0	·	23.0
Pf growth 48h	?	?	-14.5%	?	?	-0.8%	-5.4%	19.6%	?	?

[21] COc1ccc(OC)c(Nc2nc3ccc(C)cc3n3cnnc23)c1
[22] NC(=O)CC(NC(=O)c1ccccc1)c1ccc(N2CCC(Cc3ccccc3)CC2)c([N+](=O)[O-])c1 (stereo unspecified)
[23] COc1cc(-c2noc(CCC(=O)NC3CCCC3)n2)cc(OC)c1OC
[24] COc1ccc([C@H]2CC(=O)C=C(c3ccc(OC)cc3OC)C2)cc1
[25] Cc1ccc(NC(=O)CSc2nnc(-c3ccc(S(=O)(=O)N4CCOCC4)cc3)n2C)cc1
[26] Cc1cccc(OCc2nnc(SCC(=O)N3c4ccccc4Sc4ccc(Cl)cc43)o2)c1
[27] O=C(CSc1nnc(-c2cnccn2)n1Cc1ccco1)c1ccccc1
[28] COCc1cc(C)nc(SCC(=O)Nc2ccc(N3CCOCC3)cc2)c1C#N
[29] Cc1nc2c(cnn2-c2ccccc2Cl)c(=O)n1-c1ccc(C(C)C)cc1
[30] COc1ccccc1-c1nc2n(n1)C(c1ccccc1Cl)C(C(N)=O)=C(C)N2 (stereo unspecified)

screen / no.	21	22	23	24	25	26	27	28	29	30
Sm TGR block	-0.3%	-18.3%	-2.5%	-2.0%	41.6%[activator]	-1.9%	35.5µM*	-24.4%	2.7%&-5.4%	3.7%
Pf growth 96h	?	4.3%	5.1%	-26.3%	42.1%[activator]	-24.4%	9.5%	-15.2%	2.62µM*	?
Giardia FBPA inh	-3.4%	-4.1%	-2.4%	·	4.9%	2.9%	-6.7%	-2.3%	-5.3%	1.0%
Cycloheximide cs	-1.6	-2.5	11.4	·	-3.4	1.0	-3.7	-2.6	-2.6	0.6
Shiga toxin inh	-4.4	-8.3	3.2	·	12.0	14.5	29.2	-1.6	-3.6	13.8
Pf growth 48h	?	-26.1%	-12.4%	14.4%	?	?	2.7%	-21.2%	·	·

# Taken from above:
# entry 17 in Pf growth 48h: -5.4%
# entry 16 in Sm TGR block: 9.2%&-2.5%
# entry 5 in Shiga toxin inh: 22.5
# entry 14 in Shiga toxin inh: 3.1
# entry 7 in Giardia FBPA inh: 16.9%
# entry 18 in Sm TGR block: 45.3%[activator]

# Laid out differently: results already given
nr | compound | Sm TGR block | Pf growth 96h | Giardia FBPA inh | Cycloheximide cs | Shiga toxin inh | Pf growth 48h
23 | COc1cc(-c2noc(CCC(=O)NC3CCCC3)n2)cc(OC)c1OC | -2.5% | 5.1% | -2.4% | 11.4 | 3.2 | -12.4%
24 | COc1ccc([C@H]2CC(=O)C=C(c3ccc(OC)cc3OC)C2)cc1 | -2.0% | -26.3% | · | · | · | 14.4%

# New compounds follow:
[31] N#CC1=C(N)N(c2ccccc2)C(c2ccccc2)C1(C#N)C#N (stereo unspecified)
[32] CC1(C)CC(=O)C=C(Nc2ccc(OCC(F)(F)C(F)F)cc2)C1
[33] C=CC(O)(C#CCN(CC)CC)c1ccccc1 (stereo unspecified)
[34] O=S(=O)(Nc1ccc(-c2cn3cccnc3n2)cc1)c1ccccc1
[35] COCCn1cnc2c1c(=O)n(Cc1ccc(C#N)cc1)c(=O)n2Cc1ccccc1
[36] CN=c1scc(-c2c[nH]c3ccccc23)n1C

screen / no.	31	32	33	34	35	36
Sm TGR block	-5.5%	7.7%	44.7µM*	·	-6.3%	-0.6%
Pf growth 96h	?	·	-14.2%	-24.0%	?	44.9%[activator]
Giardia FBPA inh	7.0%	-5.2%	3.0%	4.5%	22.2%	0.9%
Cycloheximide cs	14.4	-1.4	-2.5	3.9	-11.0	1.4
Shiga toxin inh	5.4	22.0	0.5	9.7	-6.4	-16.5
Pf growth 48h	?	?	8.4%	?	?	?

# Assay outcomes (PubChem)
